Screens from PubChem.
TRPC6 inhibitor = inhibitors of mouse TRPC6 channel; HEK293-TRPC6, membrane potential dye, ACh-evoked depolarization; active compounds read low; AID 2553; B-score at 10 µM; Q61143; actives 1.1% (n = 310,000);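 active = B-score under library mean minus 3 SD, initial fluorescence not abnormally high, positive integrated signal ratio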;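 also: B-score derived from integrated fluorescence ratio over the kinetic read; more negative B-score means stronger inhibition of depolarization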
TRPC4 block = blocks the mouse TRPC4 cation channel. actives 0.39% (n = 300,000). Q9QUQ5. HEK293 TRPC4beta/mu-opioid, DAMGO-evoked Fluo4 calcium flux; active compounds read low. B-score at 10 µM. AID 2247;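 active = B-score over 3 SD under the library average, no early fluorescence shift, positive overall ratio signal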
Target sequence (Q9QUQ5 whole entry, looked up): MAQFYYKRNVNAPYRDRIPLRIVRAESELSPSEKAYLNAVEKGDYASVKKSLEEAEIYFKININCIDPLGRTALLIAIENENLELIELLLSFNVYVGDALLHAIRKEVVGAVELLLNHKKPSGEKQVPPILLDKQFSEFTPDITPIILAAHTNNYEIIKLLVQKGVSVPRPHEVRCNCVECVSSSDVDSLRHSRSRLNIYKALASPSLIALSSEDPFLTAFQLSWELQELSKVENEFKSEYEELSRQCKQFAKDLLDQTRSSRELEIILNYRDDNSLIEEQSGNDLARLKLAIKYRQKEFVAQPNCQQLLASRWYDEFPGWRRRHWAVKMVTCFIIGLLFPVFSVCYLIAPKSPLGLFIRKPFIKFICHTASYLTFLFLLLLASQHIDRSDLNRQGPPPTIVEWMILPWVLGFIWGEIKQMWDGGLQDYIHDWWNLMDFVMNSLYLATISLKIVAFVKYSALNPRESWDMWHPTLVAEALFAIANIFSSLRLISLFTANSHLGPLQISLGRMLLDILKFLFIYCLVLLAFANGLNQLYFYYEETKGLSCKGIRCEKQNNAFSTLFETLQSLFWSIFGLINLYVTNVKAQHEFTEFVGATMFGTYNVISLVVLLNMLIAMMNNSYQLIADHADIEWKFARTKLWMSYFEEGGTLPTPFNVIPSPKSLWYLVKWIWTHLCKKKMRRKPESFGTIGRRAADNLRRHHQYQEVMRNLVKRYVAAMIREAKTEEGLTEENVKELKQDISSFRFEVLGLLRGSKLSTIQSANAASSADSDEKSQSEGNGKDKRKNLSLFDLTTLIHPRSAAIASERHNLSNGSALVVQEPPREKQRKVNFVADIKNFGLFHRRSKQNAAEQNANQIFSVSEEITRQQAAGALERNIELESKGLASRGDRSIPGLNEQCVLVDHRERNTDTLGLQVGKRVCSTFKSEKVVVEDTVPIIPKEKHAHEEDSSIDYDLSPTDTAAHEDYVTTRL
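Assay system: TRPC4beta/mu-opioid receptor HEK293 cell line; compound dosing: single concentration per test compound; detection: Fluo4 Ca2+ flux fluorescence; evaluation: per-well B score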
MrgX1 allo act = allosterically activates human MrgX1 receptor signaling | actives 0.63% (n = 310,000) | MrgX1-HEK293, Fluo-4 calcium flux, FDSS; active compounds read high | B-score at 10 µM | Q96LB2;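 active = plate-corrected calcium response at least 3 library SD above typical, normal starting fluorescence, not activating the receptor alone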;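 also: compound read alongside a low EC10 to EC30 dose of BAM8-22 agonist; peak minus trough fluorescence over baseline measured at the second addition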
TRPC6 activator = activators of mouse TRPC6 channel. Q61143. HEK293-TRPC6 membrane potential dye fluorescence; active compounds read high. B-score at 10 µM. actives 0.13% (n = 310,000);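 active = B-score of the integrated fluorescence ratio above library mean plus 3 SD, and starting fluorescence ratio within library mean plus 5 SD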;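 also: higher score means more depolarization so channel activation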
SKKanGAS inh = blocks kanamycin growth of S. pyogenes SKKanGAS strain | AID 1662 | inhibition, % at 7.5 µM | actives 1.3% (n = 300,000) | BacTiter-Glo, 6 h;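 active = mean replicate score, as percent of positive control median, at least 50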;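 also: strain carries kanamycin resistance gene driven by streptokinase promoter and grows in 40 µg/ml kanamycin; loss of luminescence reflects streptokinase promoter inhibition or plain growth inhibition; 0% = median of DMSO wells and 100% = positive control at its reference dose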
MrgX1 agonist = human MrgX1 receptor agonism, primary screen. Q96LB2. MrgX1-HEK293 cells, Fluo-4 calcium fluorescence, agonist mode; active compounds read high. B-score at 10 µM. actives 0.44% (n = 310,000). AID 588627;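 active = calcium response B-score plate-corrected fluorescence ratio at least 3 library SD, with starting fluorescence B-score inside 5 SD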
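times = overnight plating, then 30 min 37 °C plus 30 min room-temperature dye loading | assay system = stable human MrgX1 HEK293 cell line | input = fifteen thousand cells per well | signal = kinetic calcium dye fluorescence, Fluo-4 NW | dosing = compound delivered in addition one of three | read-out = B-scored fluorescence response ratio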
MrgX1 antagonist = blocks BAM8-22 activation of human MrgX1 receptor; B-score at 10 µM; Q96LB2; actives 1.3% (n = 310,000); MRGX1-HEK293 calcium flux, Fluo-4, BAM8-22 antagonism; active compounds read low; AID 588676;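 active = calcium-response B-score plate-corrected more than 3 library SD below zero, starting fluorescence within 5 deviations, no agonist response on first addition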;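 also: peak minus trough fluorescence over baseline after final BAM8-22 challenge near maximal dose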
TMEM16A inh = mouse TMEM16A channel inhibition, primary screen; Q8BHY3; HEK293 TMEM16A/YFP iodide influx fluorescence, ionomycin; normalized B-score (activity score, 25-100; higher = stronger inhibition) at 10 µM; actives 1.2% (n = 310,000); AID 588511;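 active = ratio plate-corrected score three or more library SD toward inhibition, starting fluorescence score within five deviations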;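 also: score derived from kinetic fluorescence span divided by baseline fluorescence per well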
ANO1 activ = activators or potentiators of mouse TMEM16A chloride channel; B-score at 10 µM; actives 0.3% (n = 340,000); HEK293 TMEM16A/YFP-H148Q/I152L, iodide quench fluorescence; active compounds read low; Q8BHY3;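 active = fluorescence-ratio B-score plate-corrected deviation score at least 3 library SD below zero, with starting fluorescence score within 5 deviations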;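 also: channel opened by trigger with iodide after compound preincubation; score built on the fluorescence ratio of max minus min over baseline; more negative score means more quench and so TMEM16A activation or potentiation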
TRPC4 PAM = TRPC4 (mouse) allosteric potentiation; HEK293 TRPC4beta/mu-opioid, DAMGO EC20, Fluo-4 Ca2+ flux; active compounds read high; Q9QUQ5; B-score at 10 µM; AID 2227; actives 0.42% (n = 310,000);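 active = B-score of calcium response area above 5 SD of library B-scores, with initial fluorescence ratio within 5 SD of library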;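 also: B-score of integrated fluorescence ratio over time as area under calcium response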
TRPC4 agonist = opens the mouse TRPC4 cation channel; Q9QUQ5; actives 0.49% (n = 310,000); HEK293 TRPC4beta/mu-opioid, Fluo4 calcium fluorescence; active compounds read high; B-score at 10 µM;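 active = B-score above 5 SD of library B-scores, and initial fluorescence ratio not above library mean plus 5 SD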;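 also: positive B-score marks a calcium rise read as TRPC4 activation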
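Assay system – TRPC4beta and mu-opioid receptor HEK293 stable cells · Measured by – Fluo4 fluorescence, kinetic · Schedule – dye loading 45 min room temperature, 110 s kinetic read · Read-out – B-scored integrated calcium fluorescence ratio · Controls – buffer and maximal DAMGO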
* hit, by the source's call; i = inactive; / = not tested or not shown.

Screens in order: TRPC4 agonist | MrgX1 allo act | MrgX1 agonist | MrgX1 antagonist | TRPC6 inhibitor | TMEM16A inh | SKKanGAS inh | ANO1 activ | TRPC4 block | TRPC4 PAM | TRPC6 activator
- CSc1ccccc1NC(=O)CSCc1ccccc1Br
    i | i | i | i | i | i | 18 | i | i | i | i
- Cc1csc(NC(=O)CSCc2c(C)noc2C)n1
    i | i | i | i | i | i | -5 | i | i | i | i
- COc1ccc(NC(=O)CSc2nncc(=O)n2N)cc1OC
    i | i | i | i | i | i | -2 | i | i | i | i
- NNc1nc2ccccc2c(=O)n1Cc1ccccc1
    i | i | i | i | i | i | 4 | i | i | i | i
- O=[N+]([O-])c1ccc2sc(SCc3nc4ccccn4c3Br)nc2c1
    i | i | i | i | i | i | 6 | / | i | i | i
- COc1ccc2c([N+](=O)[O-])c(Cl)[nH]c2c1
    i | i | i | i | i | i | -4 | i | i | i | i
- CCCN(c1nc(C)cc(OC)n1)S(=O)(=O)c1ccccc1
    i | i | i | i | i | i | 4 | i | -5* | i | i
- COc1ccc(-c2noc(CCC(=O)NCCN(C)Cc3ccccc3)n2)cc1
    i | i | i | i | i | i | -11 | i | i | i | i
- COc1ccc(-n2c(C)cc(/C=C3\SC(=O)NC3=O)c2C)cc1
    i | i | i | i | i | i | 34 | i | i | i | i
- COc1ccc(/C=N/Nc2nc(C(=O)O)cs2)cc1
    i | i | i | i | i | i | 2 | i | i | i | i
- Cc1ccc(NP(=O)(Nc2ccc(C)cc2)Nc2ccc(C)cc2)cc1
    i | i | i | i | i | i | 19 | i | i | i | i
- O=C(NCCc1ccccc1)C(=O)NCC1CCCN1S(=O)(=O)c1cccs1 (configuration not stated)
    i | i | i | i | i | i | -1 | i | i | i | i
- CC(C)(C)NC[C@@H](O)COc1cccc2c1CCCC2=O
    / | i | i | i | / | i | / | i | / | / | /
- O=C(CN1C(=O)C2CCCCC2C1=O)Nc1ccccc1C(=O)O (configuration not stated)
    i | i | i | i | i | i | -8 | i | i | i | i
- COc1ccc(Cl)cc1Nc1nc(-c2sc(NC(=O)CC(C)C)nc2C)cs1
    i | i | i | i | i | i | 8 | i | i | i | i
- CCC/C=N/NC(=O)C1COc2ccccc2O1 (configuration not stated)
    i | i | i | i | i | i | 1 | i | i | i | i
- O=C(NN=C1CCCCCCCCCCC1)c1ccncc1
    i | i | i | i | i | i | -9 | i | i | i | i
- CCOc1ccc(CSC(CC(=O)O)C(=O)O)cc1 (configuration not stated)
    i | i | i | i | i | i | -18 | i | i | i | i
- COCCNC(=O)COc1ccccc1Cl
    i | i | i | i | i | i | -2 | i | i | i | i
- CC1=C(C)CC(C(=O)NCc2cccc(Cl)c2)C(C(=O)O)C1 (configuration not stated)
    i | i | i | i | i | i | -4 | i | i | i | i
- COC(=O)c1nn(Cc2ccccc2)c(=O)c2ccccc12
    i | i | i | i | i | i | 4 | i | i | i | i
- CC(=O)n1c(-c2ccccc2)c(-c2ccccc2)n(C)c1=O
    i | i | i | i | i | i | 3 | i | i | i | i
- COc1c2ccoc2c(OC(C)=O)c2oc(C)cc(=O)c12
    i | i | i | i | i | i | -2 | i | i | i | i
- Cc1nc(NC(=O)CCN2C(=O)C3CC=CCC3C2=O)sc1C (configuration not stated)
    i | i | i | i | i | i | -3 | i | i | i | i
- COc1cc(OC)nc(Oc2ccc(NC(C)=O)cc2)n1
    i | i | i | i | i | i | 0 | i | i | i | i
- COc1cccc(Cn2cc(C(=O)NCCN(C)C)nn2)c1
    i | i | i | i | i | i | 1 | i | i | i | i
- CCn1c(CSc2nnc(-c3ccc4c(c3)OCO4)o2)nc2cc(S(=O)(=O)N(C)C)ccc21
    / | i | i | i | / | i | / | i | / | / | /
- COc1ccc(Nc2nc(-c3ccccc3)nc3ccccc23)cc1S(=O)(=O)N1CCOCC1
    i | i | i | i | i | i | 34 | i | i | i | i
- COc1ccc2c(c1)-c1nc(N)sc1CC2
    i | i | i | i | i | i | 14 | i | i | i | i
- O=C(CSc1ccccc1)Nc1cc(Cl)ccc1Oc1ccccc1
    i | i | i | i | i | i | 13 | i | i | i | i
- CC(=O)Nc1ccc(SCC(=O)OCC(=O)NC(=O)NCCC(C)C)cc1
    i | i | i | -7.3* | i | i | -5 | i | i | i | i
- COc1ccc(N(CC(=O)NC2CCCC2)C(=O)Cn2nnc(-c3ccc(OC)c(OC)c3)n2)c(OC)c1
    i | i | i | i | i | i | -6 | i | i | i | i
- Cc1nc2ccc([N+](=O)[O-])cc2c(=O)n1Cc1ccc([N+](=O)[O-])cc1
    i | i | i | i | i | i | 6 | i | i | i | i
- CC(=O)N1CCN(C(=S)Nc2cc(S(=O)(=O)N3CCOCC3)ccc2Cl)CC1
    i | i | i | i | i | i | -19 | i | i | i | i
- COc1cc2nc(CN(C)Cc3ccc(OC)c(OC)c3OC)[nH]c(=O)c2cc1OC
    i | i | i | i | i | i | -3 | i | i | i | i
- CCOc1c(Br)cc(CNc2ncn[nH]2)cc1OC
    i | i | i | i | i | i | 4 | i | i | i | i
- CC1CCC2C(=O)N(c3ccc(C(=O)Oc4cccc5cccnc45)cc3)C(=O)C2C1 (configuration not stated)
    i | i | i | i | i | i | -2 | i | i | i | i
- CCc1ccc(N(CC)C(=O)c2cn(C)c(=O)c3ccccc23)cc1
    i | i | i | i | i | i | -1 | i | i | i | i
- COc1cc(C=O)ccc1OCC(=O)Nc1cccc(S(=O)(=O)N(C)c2ccccc2)c1
    i | i | i | i | i | i | -4 | i | i | i | i
- CC(=O)c1ccc(OC(=O)/C=C/c2ccccc2)cc1
    i | i | i | i | i | i | -6 | i | i | i | i
- Cc1nc(Nc2ccc3c(c2)OCCO3)c2oc3ccccc3c2n1
    i | i | i | i | i | i | 12 | i | i | i | i
- N#C/C(=C\c1c(Oc2ccccc2Cl)nc2ccccn2c1=O)C(=O)NC1CCS(=O)(=O)C1 (configuration not stated)
    i | i | i | i | i | i | 1 | i | i | i | i
- COC(=O)c1c(C)[nH]c(C(=O)OC(C)C(=O)N2CCOCC2)c1C (configuration not stated)
    i | i | i | i | i | i | -1 | i | i | i | i
- O=C(NCC1CCCO1)c1nn2c(C(F)(F)F)cc(-c3ccco3)nc2c1Cl (configuration not stated)
    i | i | i | i | i | i | 1 | i | i | i | i
- COc1ccc(C(=O)Cn2c(C(=O)/C=C/c3ccccc3)nc3ccccc32)cc1
    i | i | i | i | i | i | -6 | i | i | i | i
- CCCn1c(SC(C)C(=O)NCC2CCCO2)nc2sc(CC)cc2c1=O (configuration not stated)
    i | i | i | i | i | i | 3 | i | i | i | i
- O=C(CCn1cccn1)Nc1ccc2c(c1)OCO2
    i | i | i | i | i | i | 3 | i | i | i | i
- COc1ccc(S(=O)(=O)N2CCC(C(=O)c3ccc4c(c3)OCCO4)CC2)cc1
    i | i | i | i | i | i | -4 | i | i | i | i
- COc1cccc(OCc2cc(C(=O)N(C)CCOc3ccc(C)cc3)no2)c1
    i | i | i | i | i | i | -7 | i | i | i | i
- COC(=O)c1ccc(COc2ccc(NC(C)=O)cc2)o1
    i | i | i | i | i | i | -5 | i | i | i | i
- COc1ccc(C2C(C(=O)c3ccco3)=C(O)C(=O)N2CCc2ccccc2)cc1OC (configuration not stated)
    / | i | i | i | / | i | / | i | / | / | /
- CC(=O)Nc1ccc(C(=O)NC2CCCC2)cc1
    / | i | i | i | / | i | / | i | / | / | /
- Cn1nc(C(=O)NCCN2CCOCC2)c2ccccc2c1=O
    i | i | i | i | i | i | 0 | i | i | i | i
- Cc1ccc(N2CC(C(=O)Nc3nnc(SCC(N)=O)s3)CC2=O)cc1 (configuration not stated)
    i | i | i | i | i | i | 0 | i | i | i | i
- COc1ccc(N2CCN(C(CNC(=O)C3CCCCC3)c3cccnc3)CC2)cc1 (configuration not stated)
    i | i | i | i | i | i | -11 | i | / | i | i
- Cc1ccccc1-n1ncc2c1CC(C)(C)CC2NC(=O)C1CCC1 (configuration not stated)
    i | i | i | i | i | i | 0 | i | i | i | i
- Cn1c(SCC(=O)Nc2sccc2C#N)nnc1-c1ccccc1
    / | i | i | i | / | i | / | i | / | / | /
- Cc1ccc(NC(=O)NCc2ccccn2)cc1
    i | i | i | i | i | i | -7 | i | i | i | i
- c1coc(CNc2nc3sc4c(c3c3ncnn23)CCCC4)c1
    i | i | i | i | i | i | 6 | i | i | i | i
- CN1CCN(C(=S)NC(=O)c2ccc(Cl)cc2)CC1
    i | / | / | / | i | / | 4 | i | i | i | i

Next section.
Screens in order: TRPC4 agonist | MrgX1 allo act | MrgX1 agonist | MrgX1 antagonist | TRPC6 inhibitor | TMEM16A inh | SKKanGAS inh | ANO1 activ | TRPC4 block | TRPC4 PAM | TRPC6 activator
- C=CCn1c(SC)nc2sc3c(c2c1=O)CCc1ccccc1-3
    i | i | i | i | i | i | 11 | i | i | i | i
- CCOC(=O)c1cc(CC)sc1NC(=O)c1ccc([N+](=O)[O-])c(N2CCOCC2)c1
    i | i | i | i | i | i | -5 | i | i | i | i
- Cc1ccc(CNC(=O)C(C)C2Sc3ccccc3NC2=O)cc1 (configuration not stated)
    i | i | i | i | i | i | -7 | i | i | i | i
- CCOC(=O)C1CCCN(S(=O)(=O)c2cc(C(=O)OC)n(C)c2)C1 (configuration not stated)
    i | i | i | i | i | i | -1 | i | i | i | i
- CCc1ccc(NC(=O)C2CCN(C(=O)N3CCOc4ccccc43)CC2)cc1
    i | i | i | i | i | i | 1 | i | i | i | i
- CCn1c(CNC(=O)c2ccccc2F)nnc1SCCOc1ccccc1
    i | i | i | i | i | i | 21 | i | i | i | i
- N[C@@H](Cc1ccccc1)C(=O)N1CCC(C(=O)NCC(=O)Nc2ccc(F)cc2)CC1
    i | i | i | i | i | i | 1 | i | i | i | i
- COC(=O)C1=C(NC(=O)COc2ccc3ccccc3c2)CCS1
    i | i | i | i | i | i | -2 | i | i | i | i
